p53ts 32C kill: cytotoxicity in p53ts cells at permissive temperature | H1299-p53A138V at 32C, ATP luminescence viability, 24 h | Potency, µM (highest dose often 46.1 µM), for the others: at the top dose activity change, negative = cytotoxicity, usual class: cytotoxic | 130,000 tested, 0.93% active | AID 924;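 note: 0% = DMSO and -100% = full killing by reference compound; nearly all actives have a fitted effect of over 55% in size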
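Viability by ATPlite luminescence after 24 h compound treatment (up to 46 uM) at the permissive 32C. Cells are H1299 carrying p53 A138V. Scale runs from DMSO basal to 100 uM tamoxifen as full kill; AC50 from Hill fits.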
Imprint erasure: genomic imprint erasure induction | mouse ES Peg3-LacZ reporter, beta-gal luminescence, 40 h | Potency, µM (doses to about 60.7 µM), without a hit: top-dose activity change, positive = activation, usual class: activators | 110,000 tested, 0.02% active;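 note: 0% = negative control wells on the plate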
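Imprint erasure is scored as LacZ activity from the silenced maternal Peg3 allele in feeder-free female ES cells cultured 40 h with LIF. Luminescence is normalized to in-plate negative controls and fitted to the Hill equation.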
IkB sig inh: suppresses IkB signaling in ABC-DLBCL reporter cells; 110,000 tested, 0.04% active; Potency, µM (highest dose often 57.1 µM), for the others: top-dose IkBa stabilization activation; AID 445; ABC-DLBCL IkBa-CBG/CBR dual luciferase ratio, 4 h; response scale: scaled: untreated 0%, proteasome inhibitor 100%; active = well fitted curve in the direction sought with a large enough effect in the signal ratio, not every such curve was filed as active; inconclusive = small, poorly fitted or top-dose-only effect, or a change in a side signal; the % refers to the signal ratio;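 note: the direction sought is a rising ratio; 0% = basal untreated cells and 100% = reference inhibitor full response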
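Curves were fitted separately to fusion (green), unfused (red) and ratio luminescence, then classed by r2, magnitude and activity. Cells: OCI-Ly3, 4 h compound plus doxycycline at 37C; 10 uM MG-132 defined full response.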
p53ts 39C kill: kills p53ts cells at the nonpermissive temperature; H1299-p53A138V viability at 39C, ATP luminescence, 24 h; Potency, µM (titrated, usually from 46.1 µM), without a hit: at the top dose activity change, negative = cell killing, usual class: cytotoxic; 130,000 tested, 1.5% active; AID 902; note: nearly all actives have a fitted effect of over 55% in size
Starred values were filed as active, the others as inactive; ? = inconclusive; / = no result given; [ ] = another dose, or the depositor's remark. Unless noted, calls come from the whole dose curve; as a rule, active = well fitted curve in the direction sought with a large enough effect; inconclusive = small, poorly fitted or top-dose-only effect, or another doubt; inactive = no such curve, though single readings can be large; an effect the other way counts as inactive or inconclusive. Unless noted, % is set by controls: 0 for no effect and ±100 for the full control effect; potency is the fitted concentration of half-maximal effect.

SMILES | p53ts 32C kill | Imprint erasure | IkB sig inh | p53ts 39C kill
CCN(CC)C(=O)CSc1nnc(CCNC(=O)OC(C)(C)C)o1 | -3% | -7% | 0.7% | 1%
Cc1nc2cccnc2n1-c1cccc(C(=O)NCc2cccc(Cl)c2)c1 | 4% | 16%[10.9 µM] | -1.2% | -7%
COc1ccc(NC(=O)c2cc3c([nH]c2=O)CC(c2ccccc2)CC3=O)cc1 (stereo unspecified) | 2% | 4%[10.9 µM] | -0.5% | 1%
CCCCCCCCCCCCCC(=O)O[C@H](CC(=O)O)C[N+](C)(C)C | -2% | -21% | 0.7% | ?
Cn1c(=O)oc2cc(S(=O)(=O)N3CCC(C(=O)N4CCN(c5ccccc5)CC4)CC3)ccc21 | 3% | -11% | 1.2% | 10%
Cc1ccc(Cn2cc(C(=O)c3ccc(F)cc3)c(=O)c3cc4c(cc32)OCCO4)cc1 | 6% | 5%[10.9 µM] | 0.3% | -11%
CCSc1ccccc1C(=O)Nc1cccc(OC)c1 | 3% | 12% | 3.9% | 9%
COCc1cc(=O)n2[nH]c(C)cc2n1 | -1% | -4% | 1.7% | -4%
CCc1cccc(C)c1NC(=O)Cn1c(NCCO)nc2ccccc21 | -28% | / | / | -14%
Cc1cccc(C)c1N1CCN(S(=O)(=O)c2ccc(F)cc2)CC1 | 8% | -19% | 3.4% | 7%
CCOc1cc(N2CCOCC2)c(OCC)cc1NC(=O)Cc1cn2ccsc2n1 | 3% | -12% | -1.4% | -4%
NCCNC(=S)S | -7%[9.22 µM] | -10%[10.9 µM] | 0.9%[11.4 µM] | 6%[9.22 µM]
Cc1noc(C)c1C(=O)N1CCC2(CCCN(c3ncccn3)C2)CC1 | 1% | / | -0.6%[11.4 µM] | 9%
CCCSc1nc2sc3c(c2c(=O)n1-c1ccccc1)CCC(C)C3 (stereo unspecified) | -3% | -6%[10.9 µM] | 0.2% | 10%
Cc1cccc(CNc2nc(-c3c(C)noc3C)nc3ccccc23)c1 | ? | -27% | 1.7%[11.4 µM] | ?
c1ccc(C(Cc2nc(-c3cccnc3)no2)c2ccccc2)cc1 | 0% | -19% | 3.7% | 8%
CCC(=NCCN1CCNCC1)C1=C(O)CC(C)(C)CC1=O | 0% | -5% | 0.2% | 4%
CCOC(=O)c1ccc2c(c1)C1C=CCC1C(C(=O)O)N2 (stereo unspecified) | -4% | 8% | 1.7% | -6%
Cn1c(SCCOc2ccccc2Cl)nnc1-c1cccs1 | -8% | / | / | 13%
CCOC(=O)N1CCN(CCC(=O)Nc2ccccc2OC)CC1 | 3% | / | / | -2%
O=S(=O)(Cc1ccccc1)N1CCN(Cc2ccccc2)CC1 | 2% | -22% | 0.2% | 6%
CCOC(=O)CN1C(=O)N(c2ccc(C)c(C)c2)S(=O)(=O)c2ccccc21 | 11% | 7%[10.9 µM] | -0.3% | 5%
O=C(CSc1oc(-c2ccccc2)nc1S(=O)(=O)c1ccc(Cl)cc1)c1ccccc1 | 9% | -8%[10.9 µM] | ? | 31%[activator]
CCOC(=O)N1CCC(NC(=O)c2cnn3c2NC(c2ccco2)CC3C(F)(F)F)CC1 (stereo unspecified) | 11% | 17% | 6.2% | 3%
Cc1ccc(-c2cn(-c3cccc(Cl)c3)c(S(=O)(=O)CC(=O)Nc3ccccc3F)n2)cc1 | 12% | 3%[10.9 µM] | ? | 27%
CCOc1ccc(-n2c(C)nc3cc(C(=O)NCCN4CCOCC4)ccc32)cc1 | -17% | / | / | -3%
Nc1ncnc2c1nc(Cl)n2C1OC(CO)C(O)C1O (stereo unspecified) | ? | -10% | / | ?
COc1cc(C(=O)OCCCN2CCCN(CCCOC(=O)c3cc(OC)c(OC)c(OC)c3)CC2)cc(OC)c1OC | -8% | -9% | 1.0% | -11%
COc1ccc(C2C(C(=O)N3CCN(C)CC3)c3ccccc3C(=O)N2C2CCCCC2)cc1 (stereo unspecified) | 7% | -2% | -0.4% | -9%
Nc1nnc(SCc2cccc(C(F)(F)F)c2)s1 | -4% | -4% | 0.5% | -10%
O=C(C1CCN(S(=O)(=O)c2cccnc2)CC1)N1CCN(c2ccccc2Cl)CC1 | -3% | -14% | ? | 2%
Cc1ccc2oc3c(c(=O)c2c1)C(c1ccc(F)cc1)N(c1nc(C)c(C)s1)C3=O (stereo unspecified) | 6% | -5%[10.9 µM] | -0.7% | 7%
CCC(C)NC(=O)CSc1nc2cc3c(cc2c(=O)n1CCCC(=O)NCCc1ccc(OC)c(OC)c1)OCO3 (stereo unspecified) | 11% | -8%[10.9 µM] | -1.7% | -22%
COC(=O)C(C#N)C(c1cccnc1)c1c(C)[nH][nH]c1=O (stereo unspecified) | 5% | -4% | 3.3% | 3%
c1ccc(N2CCN(c3nc4cc5c(cc4s3)OCO5)CC2)cc1 | -6% | 5% | -2.6% | -4%
O=C(NCC(=O)N(c1ccc2c(c1)OCO2)C(C(=O)NC1CCCC1)c1cccs1)c1ccco1 (stereo unspecified) | 3% | 1% | -0.4% | 3%
CCNc1cc(N2CCN(C3CCCCC3)CC2)c2noc3c2c1C(=O)c1ccccc1-3 | -2% | -7%[10.9 µM] | ? | -2%
Cc1nn(C)c2c1c(C(F)(F)F)cc(=O)n2CC(=O)NC(C)(C)C | 5% | -7%[10.9 µM] | -0.1% | 6%
Cc1ccc(Cl)cc1N1CCN(C(=O)Cn2nc(C)c3sc4ccccc4c3c2=O)CC1 | 0% | -5%[10.9 µM] | ? | -6%
CCCn1cc(S(=O)(=O)c2ccccc2)c(=O)c2cc(F)c(N3CCCC3)cc21 | 1% | -10%[10.9 µM] | -2.5% | 4%
Cc1ccc(NC(=O)Cn2cc(C(=O)C3CC3)c3ccccc32)c(C)c1 | 2% | -8%[10.9 µM] | 1.5% | 10%
Cc1cccc(C(=O)Nc2nnc(S(=O)(=O)N(C)Cc3ccco3)s2)c1 | 1% | -12%[10.9 µM] | 2.3% | -13%
O=C(c1ccc2c(c1)N(Cc1cccc(Cl)c1)C(=O)c1ccccc1S2(=O)=O)N1CCCC1 | 20% | -10%[10.9 µM] | -1.0% | 6%
O=C1C(c2ccccn2)=[N+]([O-])c2ccccc21 | 3% | -74%[inhibitor] | ? | -1%
O=S(=O)(c1cc(C(F)(F)F)ccc1Cl)N1CCCCCC1 | -6% | -9% | -0.2% | -4%

Reprinted from the part before: 2 entries; new compounds follow.
SMILES | p53ts 32C kill | Imprint erasure | IkB sig inh | p53ts 39C kill
O=C1C(c2ccccn2)=[N+]([O-])c2ccccc21 | 3% | -74%[inhibitor] | ? | -1%
O=S(=O)(c1cc(C(F)(F)F)ccc1Cl)N1CCCCCC1 | -6% | -9% | -0.2% | -4%
CC(C)c1c(O)nc(SCC(=O)Nc2ccc3c(c2)CCC3)[nH]c1=O | -2% | -13% | 0.6% | 10%
CC1CCN(C(=O)CN2CC(C)Sc3ccccc32)CC1 (stereo unspecified) | 2% | -9%[10.9 µM] | 0.9% | -27%
CCc1c(C)c2ccc(OCC(=O)OC(C)C)c(C)c2oc1=O | -9% | 2% | 1.0% | -10%
CCCCC(=O)Nc1ccc(NC(=O)C2CC2)cn1 | 6% | -7% | -0.3% | 7%
COc1ccccc1CN1CCC(CNS(=O)(=O)c2cc(-c3onc(C)c3C)ccc2OC)CC1 | -4% | -5%[10.9 µM] | -1.9% | -29%
CS(=O)(=O)N1CCc2cc(S(=O)(=O)NCc3ccccc3Cl)ccc21 | -4% | 8%[10.9 µM] | ? | -18%
CC12CCC(C(=O)NCc3ccco3)(OC1=O)C2(C)C (stereo unspecified) | 3% | -7% | -1.5% | -7%
CCC(Sc1nnc2c3ccccc3n(C)c2n1)C(=O)Nc1nnc(C(C)C)s1 (stereo unspecified) | 1% | 8%[10.9 µM] | 0.4% | 10%
COC(=O)c1ccc(/C=C(\C#N)C(=O)NC(C)c2ccccc2)cc1 (stereo unspecified) | 0% | / | / | 73%[activator]
COc1cccc(CNC(=O)CN2C(=O)N(c3c(C)cccc3C)S(=O)(=O)c3ccccc32)c1OC | 20% | -8%[10.9 µM] | ? | -24%
COc1ccc2c(c1)CC(C(=O)Nc1cc(OC)c(OC)c(OC)c1)CO2 (stereo unspecified) | -5% | -6%[10.9 µM] | 1.5% | -14%
O=C(CSc1nc(-c2ccccc2)no1)N1CCN(c2ccccc2)CC1 | 0% | 21%[10.9 µM] | 1.5% | -20%
CCN(C(=O)c1nn(-c2ccc(OC)c(Cl)c2)c(=O)c2c1c1ccccc1n2C)c1cccc(C(F)(F)F)c1 | 2% | -5%[10.9 µM] | -0.4% | 9%
CCCn1cnc2cc(NCc3cccc(OC)c3O)ccc21 | -15% | -19% | 11% | -3%
CCc1nc2nc(C)cc(Nc3cccc(C(F)(F)F)c3)n2n1 | -7% | -10% | -0.9% | -19%
CCOC(=O)C1=C(C)OC(N)=C(C(=O)OCC)C1c1ccncc1 (stereo unspecified) | 0% | -5% | -4.2% | 0%
COc1cccc(CN2CCN(C(=O)c3cccs3)CC2)c1OC | 1% | -15% | -4.1% | 0%
O=C(CN1CCCCC1)N1CCN(C(=O)CN2CCCCC2)CC1 | 8% | 4% | 2.7% | 8%
Cc1ccc(CNC(=O)c2c(-c3ccc(Br)cc3)noc2C)o1 | 5% | 5%[10.9 µM] | ? | -3%
COC(=O)/C=c1\sc2n(c1=O)C(C)=CC(C)(C)N=2 | 0% | -10% | 4.2% | 2%
COc1ccccc1NC(=O)C1=C(C)Nc2nc(-c3ccco3)nn2C1c1ccccc1F (stereo unspecified) | 4% | -14%[10.9 µM] | ? | 20%
O=C(NCCc1ccccc1)C1c2ccccc2C(=O)N1C1CC1 (stereo unspecified) | 2% | -13% | -2.2% | 4%
CS(=O)(=O)NCc1ccc(C(=O)NCCOc2ccccc2)cc1 | -17% | -19% | -1.9% | -4%
COc1ccc(CNC(=O)CCc2nc3cccnc3n2Cc2ccc(OC)cc2)cc1 | 6% | 15%[10.9 µM] | -1.8% | -1%
Cc1sc2ncnc(SCC(=O)NC(=O)NCc3ccco3)c2c1C | -15% | -19% | -0.5% | -9%
O=C(NCc1ccccc1)c1cccn1-c1nnc(N2CCCC2)s1 | -6% | 16%[10.9 µM] | -3.0% | -12%
CCCCCn1c(N2CCN(c3cccc(Cl)c3)CC2)nc2c1c(=O)[nH]c(=O)n2C | -1% | -15% | 1.4% | -1%
COc1ccc2nc(NCCCNC(=O)c3cc(OC)c(OC)c(OC)c3)c(C#N)cc2c1 | -2% | -3% | -0.1% | -7%
CCOC(=O)c1cccc(NC(=O)Nc2cc(OC)ccc2OC)c1 | -12% | -16% | ? | -25%
CCCc1cc(C(=O)Nc2nccs2)cs1 | ? | -39%[inhibitor] | ? | ?
Cc1ccc(S(=O)(=O)C2(S(=O)(=O)c3ccc(C)cc3)CCCC2)cc1 | 22% | / | / | 9%
CCOC(=O)CSc1nc2sc3c(c2c(=O)[nH]1)CCCC3 | -30% | -33%[inhibitor] | ? | -12%
O=S(=O)(c1ccc(Br)s1)N1CCN(c2ccccc2)CC1 | 5% | -11% | 5.8% | 0%
COc1ccc(NC(=O)C2=CC(c3ccc4c(c3)OCO4)=NS(=O)(=O)N2C)cc1 | 1% | -13%[10.9 µM] | ? | 27%
Cc1nn(CCCC(=O)NCc2ccccc2)c(=O)c2cc3sccc3n12 | 1% | ? | -1.7% | -9%

Entries above containing bromine:
SMILES | p53ts 32C kill | Imprint erasure | IkB sig inh | p53ts 39C kill
Cc1ccc(CNC(=O)c2c(-c3ccc(Br)cc3)noc2C)o1 | 5% | 5%[10.9 µM] | ? | -3%
O=S(=O)(c1ccc(Br)s1)N1CCN(c2ccccc2)CC1 | 5% | -11% | 5.8% | 0%

As a short view, some entries already given.
SMILES | p53ts 32C kill | Imprint erasure | IkB sig inh | p53ts 39C kill
CCOC(=O)c1cccc(NC(=O)Nc2cc(OC)ccc2OC)c1 | -12% | -16% | ? | -25%
CCCc1cc(C(=O)Nc2nccs2)cs1 | ? | -39%[inhibitor] | ? | ?
Cc1ccc(S(=O)(=O)C2(S(=O)(=O)c3ccc(C)cc3)CCCC2)cc1 | 22% | / | / | 9%
CCOC(=O)CSc1nc2sc3c(c2c(=O)[nH]1)CCCC3 | -30% | -33%[inhibitor] | ? | -12%

Bioassay records as filed in PubChem BioAssay.
